High-throughput results: PubChem, National Center for Advancing Translational Sciences (NCATS)
Pf Dd2 growth – inhibitors of Plasmodium falciparum Dd2 growth | P. falciparum Dd2 growth, SYBR Green, 72 h | Potency, µM (doses to about 28.9 µM), for the others: at the top dose activity, negative = inhibition, hits mostly inhibitors | 4.3% of 120,000 active | AID 1347417; active = well fitted inhibition curve with a large enough effect; inconclusive = small, poorly fitted or top-dose-only effect; inactive = no such curve, though single readings can be large or run the other way;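 note: plate controls were DMSO vehicle for no effect and reference drug for full effect; nearly all actives have a fitted effect of over 65% in size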
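Infected erythrocytes (Dd2, 0.3% parasitemia, 2.5% hematocrit final) are added to compound in RPMI-1640/Albumax II medium, grown 72 h at 37C in low oxygen, then lysed with saponin/Triton-X containing SYBR Green and read by fluorescence.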
* = called active by the depositor; i = inactive; ? = inconclusive; [ ] = another dose, or the depositor's remark. Potency is the fitted concentration of half-maximal effect. Not all compounds are listed; the hit share may differ from the screen's.

SMILES | Pf Dd2 growth
O=C(CN1C(=O)CNC1=O)N1CCN(Cc2ccccc2)CC(O)C1 (stereo not drawn) | -2%
Cc1c(Cl)cccc1NC(=O)CSc1nc(=O)n(Cc2cccnc2)c2c1CCC2 | -26%
CC(=O)c1ccc(N2CCN(C(=O)C3CCN(S(=O)(=O)c4cn(C)cn4)CC3)CC2)cc1 | 2%
Cc1cc(N2CCC(c3[nH]ncc3Cc3ccccc3)CC2)nc(N)n1 | ?
CCOc1ccc(NC(=O)Cn2cc(C(=O)c3ccc(OCC)cc3)c(=O)c3cc4c(cc32)OCCO4)cc1 | 11%
COc1cccc2cc(-c3nnc(Nc4ccccc4C)s3)c(=O)oc12 | 17%
Cc1ccc(Cn2c(CNC(=O)Cc3cccc([N+](=O)[O-])c3)nc3cccnc32)cc1 | -6%
COc1cc(C(=O)Nc2ccc3nc4n(c(=O)c3c2)CCCCC4)cc(OC)c1OC | ?
COC(=O)[C@@H]1Cc2ncn(C)c2CN1C(=O)C(C)(C)C | 10%[44.1 µM]
COc1ccc2[nH]c3c(c2c1)CCN(C)C31CCN(C(=O)CC(C)C)CC1 | i
COc1ccccc1OC(C)C(=O)Nc1ccc(-c2nc3ccccc3s2)cc1 (stereo not drawn) | -6%
COc1ccc(C(=O)N2CCN(c3cc(-c4ccc(Cl)cc4)[nH]n3)CC2)cc1OC | -7%
O=c1cc(COc2ccccc2Cl)nc2scc(-c3ccccc3)n12 | ?
O=C(Cn1c(=O)n(-c2ccccc2)c(=O)c2c3c(sc21)CCC3)c1ccc(F)cc1 | ?
O=C([C@@H]1CNC[C@H](C(=O)N2CCN(c3nccs3)CC2)C1)N1CCCC1 | -8%
O=c1c2oc3ccccc3c2n(Cc2cccc(Cl)c2)c(=O)n1Cc1ccco1 | ?
CC(C)C(=O)N1Cc2ccccc2CC2(CCCN2CC2CCOCC2)C1 (stereo not drawn) | ?
CCOc1ccc(-c2nn(CC(=O)NC3CCCC3)c3c2cnc2ccc(C)cc23)cc1 | 9%
COC[C@H]1CCCN1Cc1nc(C2(O)CCN(C3CCC3)CC2)cs1 | -18%[44.1 µM]
C[C@]1(CO)[C@H]2Cc3sc(NC(=O)c4c(F)cccc4F)nc3[C@@H](CC(=O)NC3CC3)[C@]2(C)CC[C@H]1O | ?
Cc1ccc(NC(=O)CN2C(=O)c3ccccc3Sc3ccc(C(=O)N4CCOCC4)cc32)cc1C | -25%
O=C1OCC2(CCN(Cc3cccc(Cl)c3)C2)N1c1ccncc1 (stereo not drawn) | ?
CN(C)C(=O)c1cccnc1OC1CCN(C(=O)Cc2ccc(Cl)cc2)C1 (stereo not drawn) | -20%
CC(=O)Nc1ccc(C2(C(=O)O)CCC2)cc1 | 10%
COc1ccc(CN2CCC(C3CCNC3)CC2)c(OC)c1 (stereo not drawn) | 12%

(further entries)
SMILES | Pf Dd2 growth
CNC(=O)[C@H]1C[C@H](Oc2ccccc2)CN1S(=O)(=O)c1cn(C)cn1 | -2%
COc1ccc(S(=O)(=O)n2nc(-c3ccco3)nc2NCc2ccc(N(C)C)cc2)cc1 | 43%[activator][5.79 µM]
Cc1ccc(CNC(=O)c2c(C)noc2-c2ccc3c(c2)OCO3)o1 | ?
C=CCN(C)C[C@H]1CN2CC[C@H]1C[C@@H]2CNC(=O)COC | i
Cc1cccnc1CNC[C@H]1O[C@@H]2C[C@@H](CC(=O)NC(C)C)O[C@@H]2[C@@H]1O | i
COc1ccc(-c2cn(-c3ccc(C)cc3)c(S(=O)(=O)CC(=O)Nc3ccccc3)n2)cc1 | ?
Cc1ccc(-c2nc3ccccc3[nH]2)cc1NC(=O)COc1cccc(C)c1C | 7.1µM*
Cc1ccccc1Nc1c(-c2ccccc2)nc2cccc(C)n12 | ?
COc1ccccc1C(=O)NC(=O)Nc1ccc(-c2cc(C(F)(F)F)nn2-c2ccccc2)cc1 | -28%
CC1=Nc2cc(C(=O)NC3CCCC3)ccc2Sc2ccc(C)cc21 | -17%
COC(=O)C1=C(C)N=C2SC=C(CC(=O)NC3CC3)N2C1c1ccc(C(C)C)cc1 (stereo not drawn) | ?
Clc1cccc(-n2ncc3c(NC4CCCCC4)ncnc32)c1 | ?
COc1ccc(CC(=O)N[C@@H]2CN(c3ccccn3)C[C@H]2CN(C)C)cc1OC | -24%
CN(Cc1cc(-c2ccncc2)no1)C(=O)CCc1cc2n(n1)CCCNC2 | 2%
CC(=O)N1CCN(C(=O)c2cccnc2)C[C@H]1C(=O)N[C@@H](CC1CCCCC1)C(N)=O | -6%[44.1 µM]
Cc1ccc(C)c(NC(=O)Cn2c(=O)c(-c3noc(C)n3)c3n(c2=O)CCCCC3)c1 | 8%
CCc1cccc(C)c1NC(=O)CN1CCN(Cc2ccccc2Cl)S1(=O)=O | i
COc1ccccc1N1CCCc2ncc(C(=O)Nc3cccc(F)c3)cc21 | -30%[44.1 µM]
N#Cc1cccc(C(=O)NC2CCCN(c3cc(-c4ccc(F)cc4)[nH]n3)C2)c1 (stereo not drawn) | -20%
O=C(NCCc1ccc(Cl)cc1)c1nc(-c2ccccc2)c2ccccn12 | -7%
O=C1CC(c2ccccc2)N(Cc2ccncc2)CCCN(Cc2cccnc2)CCN1 (stereo not drawn) | 4.5µM*
O=C(c1nnc(COc2ccc(F)cc2)n1-c1ccccc1)N1CCC[C@@H]1C(c1ccccc1)c1ccccc1 | ?
CN(CC1CCOC1)S(=O)(=O)c1ccccc1Cl (stereo not drawn) | 78%[activator][5.79 µM]
COC(=O)[C@@H]1Cc2c([nH]c3ccccc23)[C@H]2C[C@@H](NCCN3CCOCC3)C[C@@H](c3ccc(F)c(F)c3)N21 | ?
CC(=O)NCCCC(=O)N1CCN(c2cccc(C=O)c2)C(=O)C1 | 6%

A draw from above in order of heavy-atom count, low to high.
SMILES | Pf Dd2 growth
CN(CC1CCOC1)S(=O)(=O)c1ccccc1Cl (stereo not drawn) | 78%[activator][5.79 µM]
Cc1cc(N2CCC(c3[nH]ncc3Cc3ccccc3)CC2)nc(N)n1 | ?
COc1ccc2[nH]c3c(c2c1)CCN(C)C31CCN(C(=O)CC(C)C)CC1 | i
Cc1ccc(C)c(NC(=O)Cn2c(=O)c(-c3noc(C)n3)c3n(c2=O)CCCCC3)c1 | 8%

Rewritten field by field: part of the list above
> Cc1cccnc1CNC[C@H]1O[C@@H]2C[C@@H](CC(=O)NC(C)C)O[C@@H]2[C@@H]1O
- Pf Dd2 growth: i
> COc1ccc(-c2cn(-c3ccc(C)cc3)c(S(=O)(=O)CC(=O)Nc3ccccc3)n2)cc1
- Pf Dd2 growth: ?
> Cc1ccc(-c2nc3ccccc3[nH]2)cc1NC(=O)COc1cccc(C)c1C
- Pf Dd2 growth: 7.1µM*
> Cc1ccccc1Nc1c(-c2ccccc2)nc2cccc(C)n12
- Pf Dd2 growth: ?

Remaining list, next part:
SMILES | Pf Dd2 growth
CN(Cc1nc2ccc(Cl)cc2[nH]1)C(=O)c1ccc2nccn2c1 | -8%
Cc1nc(-c2ccc(Cl)cc2)sc1CCNC(=O)C(=O)Nc1ccc2c(c1)OCO2 | 25%
CS(=O)(=O)N1CCCC(C(=O)NCCN2CCc3ccccc3C2)CCNC(=O)CC1 (stereo not drawn) | 9%
Cc1cn2nc(C(=O)N3CCC(NC(=O)c4cccc(C#N)c4)CC3)cc2c(=O)[nH]1 | 2.8µM*
COc1cccc(-c2cn3c(n2)sc2cc(C(=O)NCCc4ccccc4)ccc23)c1 | i
Cc1cn2c(=O)cc(COc3cccc(NC(=O)c4ccc(C(C)(C)C)cc4)c3)nc2s1 | ?
O=C(CCc1nnn2c1CN(C(=O)Nc1ccccc1)CC2)N1CCOCC1 | -17%
CC1=C(C(=O)NCCc2c[nH]c(=O)[nH]c2=O)C(c2cccnc2)NC(=O)N1 (stereo not drawn) | -16%
CS(=O)(=O)c1ccc2c(c1)nc1n2[C@@H](CNC(=O)c2ccccc2)COC1 | 0%[44.1 µM]
O=C(N[C@H]1[C@H](O)[C@H](O)C[C@@H]1c1ccc(C(F)(F)F)nc1)c1ccc2c(c1)OCCO2 | -3%[44.1 µM]
CCc1cccc(NC(=O)Nc2cccc(-c3ccc(N4CCOCC4)nn3)c2)c1 | ?
CN1CC(=O)N(CC(=O)N[C@@H]2COCC[C@@H]2OCc2cscn2)C1=O | -9%
Cc1c(NC(=O)c2cc(=O)c3ccccc3o2)c(=O)n(-c2ccccc2)n1C | i
CCCn1c(C)cnc1CC1CCN(C(=O)NCc2ccc(OC)cc2)C1 (stereo not drawn) | ?
CC(C)c1noc([C@@H]2C[C@H]3C(=O)NCCCCCCN(C(=O)c4ccc(C#N)cc4)[C@H]3C2)n1 | i
CCc1ccc(NC(=O)c2cccn(Cc3cccc([N+](=O)[O-])c3)c2=O)cc1 | -25%
CCc1noc([C@@H]2CC(F)(F)CN2C(=O)C2CCNCC2)n1 | 21%
CC(=O)NCCC1CCN(C(=O)Nc2ccccc2F)CC1 | -5%
CCOCCCn1c(SCC(=O)Nc2ccccc2CC)nc2ccccc2c1=O | 17%
COC(=O)c1c(C)sc(-c2c(-c3ccc(F)cc3)[nH]c3[nH]c(=O)[nH]c(=O)c23)c1O | 35%[activator]
Cc1ccc(C(=O)NC[C@@H]2CC[C@H]3C[C@@H]2C3(C)C)cc1 | ?
Cc1cc(CNC(=O)[C@@H]2CCC[C@@H](NC(=O)c3ccccc3)CN(C)C(=O)C2)no1 | -1%[44.1 µM]
CCN(CC)c1ccc(C(=O)NCc2nnc3ccc(-c4ccc(C)cc4)nn23)cc1 | i
CC(C)CCNC(=O)c1cccc(Nc2nc3ccccc3n3nnnc23)c1 | ?
CC1(C)[C@H]2CC[C@@H](CNC(=O)c3ccccc3F)[C@@H]1C2 | ?

Next results follow:
SMILES | Pf Dd2 growth
CCN(CCCNC(=O)c1nnn2cc(-c3ccccc3)[nH]c(=O)c12)c1ccccc1 | 8.9µM*
COCCN1Cc2ccc(NCc3ccccc3)nc2C(C)(C(=O)Nc2cccnc2)C1 (stereo not drawn) | -18%[44.1 µM]
CSc1cccc(NC(=O)NC[C@H]2C[C@@H]3CCN2C[C@@H]3CN2CCN(c3ccccc3)CC2)c1 | ?
Cc1ccc(NC(=O)CC2Nc3cccc4cccc(c34)NC2=O)cc1 (stereo not drawn) | ?
Cc1ccc(NC(=O)N2CCCC(Cn3cnc4cccnc43)C2)c(C)c1 (stereo not drawn) | ?
CC(=O)c1cccc(Nc2ncnc3c2cnn3C)c1 | 16%
C[C@]1(O)CCN(C(=O)c2cccc(Oc3ccccc3)c2)C[C@@H]1O | 9%
COCCn1c(COc2cccc(-n3nnnc3C)c2)nnc1C1CC(N)C1 (stereo not drawn) | -18%
COc1cc2c(cc1CCc1ccccc1)N(C(=O)C(C)C)CC21CCN(C(C)=O)CC1 | ?
CC(=O)N1CCCN(Cc2nnc(C(=O)N3CCC[C@@H]3c3cccc(F)c3)n2-c2cccnc2)CC1 | -9%
Cc1ccc(CCNC(=O)c2ccc(CS(=O)(=O)Cc3ccc(Cl)cc3)o2)cc1 | 4%
CCCn1cc(S(=O)(=O)c2ccc(OCC)cc2)c(=O)c2cc(C)ccc21 | -13%
COc1cccc(NC(=O)N2CCN3C(=O)N(C)C[C@H]3C2)c1 | -12%[44.1 µM]
O=C(c1ccc(F)c(Cl)c1)N1CCCC2(C1)NC(=O)N(Cc1ccccc1)C2=O (stereo not drawn) | -24%
Cc1ccc(CNC(=O)C2CCN(C(=O)N3CC4CC(C3)[C@H]3CCCC(=O)N3C4)CC2)o1 (stereo partly drawn) | i
O=C(NC1CCc2nnc(C3CC3)n2CC1)c1ccc(Cn2cncn2)o1 (stereo not drawn) | i
Cc1cn2nc(C(=O)N3CCC(NC(=O)Cc4c[nH]c5ccccc45)CC3)cc2c(=O)[nH]1 | i
CCN(CC)C(=O)c1ccc2c(c1)n(Cc1ccc(OC)cc1)c(=O)c1ccnn12 | -28%
O=C(CCc1cc(Cl)no1)N1CCc2nc3cc(-c4ccccc4)[nH]n3c(=O)c2C1 | ?
Cc1ccc2cc(CCC(=O)N3CCN(c4ccccn4)CC3)c(=O)[nH]c2c1 | ?
COc1cc(-c2nc3cnccn3c2Nc2ccc(C(C)C)cc2)ccc1O | ?
COc1cccc(CN2CCC3(CC2)NCCc2c3[nH]c3ccccc23)c1 | ?
Fc1ccc(NCc2nc3ccccc3n2CCOc2ccccc2Cl)cc1 | -5%
CC(=O)Nc1ccc(C)cc1-c1nc2ccccc2n(CC(=O)Nc2cc(Cl)ccc2C)c1=O | 7%
CC(C)(C)c1ccc(C(=O)Nc2ccc(NC(=O)c3ccc(Cl)c(Cl)c3)cc2)cc1 | 11%

The closing 2 compounds of the part before open the next one:
SMILES | Pf Dd2 growth
CC(=O)Nc1ccc(C)cc1-c1nc2ccccc2n(CC(=O)Nc2cc(Cl)ccc2C)c1=O | 7%
CC(C)(C)c1ccc(C(=O)Nc2ccc(NC(=O)c3ccc(Cl)c(Cl)c3)cc2)cc1 | 11%
Cc1ccc(C)c(CN2C(=O)c3ccccc3S(=O)(=O)c3ccc(C(=O)N4CCN(C)CC4)cc32)c1 | 5µM*
Cc1cccc(NC(=O)Cn2c(SCC(=O)NCc3ccccc3)nc3ccccc32)c1C | 37%
CCc1nc2nccc(-c3ccc(OC)cc3)n2n1 | -11%
CSc1ccc(CNC(=O)c2cc3c(N(C)Cc4ccccc4)nc(C)cn3n2)cc1 | ?
COc1ccc(/C=C(/C#N)c2nc(-c3ccc(Br)cc3)cs2)cc1 | 50%[activator]
CCCN(CCC)CC(O)Cn1cc(/C=C/C(=O)c2ccc(C)cc2)c2ccccc21 (stereo not drawn) | 1.1µM*
CCCCN(C)CCCNC(=O)C1CCN(c2nc3ccc(CC)cc3s2)CC1 | 11µM*
CCOc1ccc(CCNc2ncnc3onc(-c4ccc(F)cc4)c23)cc1OCC | i
O=C(c1cc(Br)cn2ccnc12)N1CCN(c2ncccn2)CC1 | 16%
